# TIM10 inh – growth inhibitors of TIM10 yeast strain. S. cerevisiae TIM10 strain growth, BacTiter-Glo luminescence, 24 h. inhibition, % at 10 µM. 330,000 compounds, 1.4% hits;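 active means inhibition of 40% or more at the single tested concentration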;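 further: wild-type TIM10 isogenic control strain grown at permissive 25 °C; 0% = DMSO yeast wells and 100% = minimal medium wells without yeast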
# Jurkat NFkB inh – lowers PMA/ionomycin-induced NF-kB signal in Jurkat cells. PMA/ionomycin-induced NF-kB luciferase reporter, luminescence. inhibition, % at 4 µM. 330,000 compounds, 0.53% hits. AID 435003; in the data active means inhibition above about 50%
# UPR CHOP act – apoptotic UPR (CHOP) activation | CHO-CHOP luciferase reporter, luminescence; percent of tunicamycin response over DMSO baseline | activation, % at 10 µM | 330,000 compounds, 0.34% hits | AID 449763;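 active means at 10 µM dose, activation of 40% or more, normalized to positive control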;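 further: 100% = tunicamycin at 10 µg/mL and 0% = DMSO alone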
#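 measured by = luciferase luminescence | assay system = CHO-CHOP cells, stable luciferase reporter of PERK-eIF2a-CHOP signalling | amount = 500 reporter cells seeded per well | timing = 6 h compound exposure at 37 °C after overnight seeding | controls = positive tunicamycin 10 µg/mL, negative DMSO alone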
# 697 NFkB inh – lowers PMA/ionomycin-induced NF-kB signal in 697 B cells. inhibition, % at 4 µM. AID 435022. 330,000 compounds, 0.33% hits. 697 B-cell NF-kB luciferase reporter, 16 h; in the data active means inhibition above about 35%
# tim23-1 inh – tim23-1 yeast growth inhibition; S. cerevisiae tim23-1 growth, BacTiter-Glo luminescence, 24 h; inhibition, % at 20 µM; 330,000 compounds, 1.3% hits; AID 463212;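 active means growth inhibition of the mutant yeast at or above 50%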;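 further: temperature-sensitive mutant grown at 25 °C; plate controls were DMSO-treated mutant yeast for no effect and medium wells lacking yeast for full effect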
# tim10-1 inh – growth inhibitors of tim10-1 mutant yeast; inhibition, % at 20 µM; AID 463190; S. cerevisiae tim10-1 ts strain growth, BacTiter-Glo, 24 h; 330,000 compounds, 2.2% hits;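 active means inhibition of at least 40%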;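 further: mutant grown at 25 °C; 0% = DMSO wells with yeast and 100% = wells holding no yeast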
# UPR XBP1 act – adaptive UPR (XBP1) activation; AID 463104; CHO-XBP1 luciferase reporter, IRE1-XBP1 UPR activation, luminescence; percent of tunicamycin response, DMSO as zero; activation, % at 20 µM; 330,000 compounds, 0.33% hits;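 active means versus positive control, 20 µM dose yields 30% or more activation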;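 further: 100% = tunicamycin at 10 µg/mL and 0% = DMSO only wells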
#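 assay system = CHO-XBP1 luciferase reporter cells | amount = 1000 cells/well | buffer or medium = F12 plus 10% FBS | compound dosing = single point, 20 µM final compound, 1% DMSO | incubation = 16-18 h cell attachment at 37 °C, then 6 h compound exposure | detection = Steady-Glo luminescence read | controls = tunicamycin 10 µg/mL and vehicle-only wells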
# Mdm2 MdmX PPI – inhibitors of human Mdm2/MdmX interaction. AID 485346. inhibition, % at 8 µM. SaOS-2 split-luciferase Mdm2/MdmX complementation, luminescence. 330,000 compounds, 3% hits;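 active means inhibition of at least 50% at 8 µM in the primary screen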
# Target sequence (O15151 whole entry, looked up): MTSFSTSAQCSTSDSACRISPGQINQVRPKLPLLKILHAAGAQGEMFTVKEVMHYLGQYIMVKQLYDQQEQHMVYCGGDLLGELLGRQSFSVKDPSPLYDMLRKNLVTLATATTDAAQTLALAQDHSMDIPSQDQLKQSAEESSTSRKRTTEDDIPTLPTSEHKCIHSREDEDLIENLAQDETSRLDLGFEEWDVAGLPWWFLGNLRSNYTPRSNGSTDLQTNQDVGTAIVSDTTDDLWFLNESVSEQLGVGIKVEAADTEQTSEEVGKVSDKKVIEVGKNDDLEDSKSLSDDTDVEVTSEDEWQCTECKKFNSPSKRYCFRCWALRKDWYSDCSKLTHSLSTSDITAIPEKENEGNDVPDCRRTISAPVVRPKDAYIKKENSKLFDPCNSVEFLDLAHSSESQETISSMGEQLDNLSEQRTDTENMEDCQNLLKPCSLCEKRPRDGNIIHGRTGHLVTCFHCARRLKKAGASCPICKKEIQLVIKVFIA
# Target sequence (Q00987 whole entry, looked up): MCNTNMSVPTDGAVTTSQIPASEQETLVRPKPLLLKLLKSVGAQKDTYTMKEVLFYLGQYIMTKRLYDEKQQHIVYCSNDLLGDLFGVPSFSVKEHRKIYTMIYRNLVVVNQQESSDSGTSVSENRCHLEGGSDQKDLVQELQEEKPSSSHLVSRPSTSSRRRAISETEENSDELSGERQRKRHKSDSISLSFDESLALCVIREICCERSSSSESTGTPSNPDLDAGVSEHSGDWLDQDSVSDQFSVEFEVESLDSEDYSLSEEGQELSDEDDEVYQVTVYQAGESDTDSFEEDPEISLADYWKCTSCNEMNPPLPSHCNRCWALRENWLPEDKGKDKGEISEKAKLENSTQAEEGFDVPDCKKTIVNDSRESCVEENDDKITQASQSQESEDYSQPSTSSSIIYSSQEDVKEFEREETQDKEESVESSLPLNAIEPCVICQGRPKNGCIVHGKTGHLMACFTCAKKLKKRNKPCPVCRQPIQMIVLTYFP
# Numbers without * were called inactive.
SMILES,TIM10 inh,Jurkat NFkB inh,UPR CHOP act,697 NFkB inh,tim23-1 inh,tim10-1 inh,UPR XBP1 act,Mdm2 MdmX PPI
CN1C(=O)C2(OCC(COc3ccc(Cl)cc3)O2)c2ccccc21 (centres undefined),-7,-9,1.0,-13,24,-21,2,24
CCc1ccc(C(CNC(=O)c2ccc3c(=O)n(-c4ccccc4F)c(=S)[nH]c3c2)N(C)C)cc1 (centres undefined),1,-5,0.0,-1,2,14,1,32
CC(=O)c1ccc(Cc2ncc(C(F)(F)F)cc2Cl)s1,-4,6,-1.6,23,6,3,-2,2
O=S(=O)(Nc1nc2ccc(Cl)cc2s1)c1cccs1,8,10,2.9,-8,6,-6,-9,-2
Cc1cc(Nc2nn(C)c(N)c2C#N)ccc1F,-1,-12,0.2,11,3,3,3,12
COC(=O)NC1(C(F)(F)F)C(=O)NC(C)=C1C(=O)OC (centres undefined),-7,5,-1.4,8,10,11,-2,13
CCN(Cc1ccccc1)S(=O)(=O)c1c(C)[nH]c(C)c1C(=O)N1CCCC1,53*,-7,1.0,-8,-4,-7,2,12
O=C1[C@H]2[C@@H](/C=C/c3ccccc3)N3C(=O)CN(Cc4ccccn4)C(=O)[C@@]3(Cc3ccccc3)[C@H]2C(=O)N1c1ccccc1,5,20,1.4,25,-1,-1,-1,3
O=C1C=C(c2ccc(F)nc2)CCC1,1,8,-0.9,1,9,-12,2,12
COC(=O)C1=C(C)N(Cc2ccccc2)C(=O)N[C@H]1c1ccc(Br)cc1,10,3,1.0,-34,19,10,1,11
Nc1ncc([N+](=O)[O-])c(Oc2ccccc2F)n1,-24,-3,0.6,-2,-14,-12,-1,7
Cc1[nH]c2ccccc2c1C(=O)C(=O)NCc1ccco1,12,-1,1.0,6,13,18,-1,-10
O=C(Cc1ccc(Cl)cc1)NCc1ccccc1Cl,-2,-18,0.7,-21,-16,-6,8,-31
O=S(=O)(NCC(c1ccc2c(c1)OCO2)N1CCN(c2ccccc2)CC1)c1ccccc1 (centres undefined),12,0,-0.3,3,22,19,0,-7
CCC(CO)N=CC1=C(O)C(C(=O)c2ccccc2)CCC1=O (centres undefined),11,-1,2.2,-13,-14,-13,0,10
O=C(OCC#CCSc1nnc(-c2ccccc2)o1)c1cccs1,-8,-14,0.8,-9,11,34,0,9
CC(=O)Nc1nonc1NC(=O)CSc1ccccn1,-2,-7,-0.6,5,8,3,3,4
CCc1nc2sc3ccccc3c(=O)c2c(=O)n1Cc1ccc(OC)cc1,17,-13,0.0,-12,53*,40*,0,5
O=[N+]([O-])c1ccc(N=Cc2ccc(Br)c([N+](=O)[O-])c2)cc1,-4,11,2.9,12,7,-4,-3,26
O=c1c2sccc2nc(SCc2cc(=O)n3cc(Cl)ccc3n2)n1Cc1ccccn1,6,-47,1.4,-73,4,14,7,-59

# 2 records drawn at random from those above, as already listed:
SMILES,TIM10 inh,Jurkat NFkB inh,UPR CHOP act,697 NFkB inh,tim23-1 inh,tim10-1 inh,UPR XBP1 act,Mdm2 MdmX PPI
Cc1[nH]c2ccccc2c1C(=O)C(=O)NCc1ccco1,12,-1,1.0,6,13,18,-1,-10
O=[N+]([O-])c1ccc(N=Cc2ccc(Br)c([N+](=O)[O-])c2)cc1,-4,11,2.9,12,7,-4,-3,26

# (further entries)
SMILES,TIM10 inh,Jurkat NFkB inh,UPR CHOP act,697 NFkB inh,tim23-1 inh,tim10-1 inh,UPR XBP1 act,Mdm2 MdmX PPI
CCC(C)NC(=O)CCCc1ccccc1 (centres undefined),-8,-17,3.3,-17,-10,4,0,6
COC(=O)CCCC1=CC2=CC(=O)C(C)(OC(=O)c3cccs3)C(=O)C2=CN1C1CCCC1 (centres undefined),12,14,1.8,2,16,3,0,-22
CCOc1ccccc1/C=C/c1onc(C)c1S(=O)(=O)N1CCC(C(=O)NC)CC1,-7,1,-1.1,11,17,8,-1,-12
COc1cc(OC)c(S(=O)(=O)Nc2ccc(C(=O)N3CCCC3)cc2)cc1NC(C)=O,13,10,-0.4,-3,6,-12,-2,-2
CCCCC[C@H]1CN(CCCC)C(=O)[C@@H]1CC(=O)NCc1ccc(OC)cc1,13,12,-1.9,22,35,24,3,-5
COc1ccc(N(CC(=O)NCCC2=CCCCC2)S(=O)(=O)c2ccccc2F)cc1,8,-6,-1.3,-30,33,12,-1,14
CN(C)CCCN(C(=O)c1cccs1)c1nc(-c2ccccc2)cs1,7,-18,-0.7,-9,20,27,4,31
CN(Cc1ccccc1)C(=O)COC(=O)c1ccccc1NS(=O)(=O)c1cccc(N)c1,14,8,0.1,-21,11,10,-3,-9
C[C@H](CO)N1C[C@H](C)[C@@H](CN(C)S(=O)(=O)c2cccs2)Oc2c(NC(=O)c3ccncc3)cccc2C1=O,-6,-1,-1.0,18,12,-4,-1,-5
Cc1ccc(S(=O)(=O)N2CCN(CC(=O)Nc3ccc(N4CCOCC4)cc3)CC2)cc1C,4,-12,2.8,-6,19,18,-1,22
Cc1cccc(N2CCN(Cc3nc(C4CC4)no3)CC2)n1,-2,3,-1.5,16,-3,8,-1,0
Cc1ccccc1NC(c1cccc(Cl)c1)c1nnnn1C1CCCCC1 (centres undefined),9,-9,-1.0,-6,9,14,3,21
Cn1c(SCC(=O)N(Cc2ccccc2)C(C)(C)C)nc2ccccc21,40*,-19,-1.0,-49,49,33,3,0
Cc1ccc(CNC(=O)CSc2nnc3c(n2)[nH]c2ccccc23)cc1,-14,11,-0.2,4,1,-5,0,19
CO/N=C(/CNC(=O)c1ccc(F)cc1)c1ccc(Cl)cc1,-7,7,-1.1,11,9,11,-3,8
CCN(CC)C(=O)CNc1ccc(C(F)(F)F)cc1[N+](=O)[O-],27,-8,0.3,-2,11,31,-1,-13
COCc1cc(C)nc(Nc2ccccc2C)c1C#N,-17,5,0.2,17,3,20,-1,10
CC(c1ccc(F)cc1)n1c(-c2ccc3ccccc3n2)n[nH]c1=S (centres undefined),46*,3,0.9,-14,49,6,-2,7
Cc1ccc(NC(=S)N(Cc2ccco2)C(C)c2cccs2)cc1 (centres undefined),17,0,1.1,0,32,27,0,-43
O=C(CN1C(=O)C2CCCCC2C1=O)Nc1nc2ccc(F)cc2s1 (centres undefined),8,3,-1.1,8,15,17,-3,3
Cc1nc2sccn2c(=O)c1CCN1CCC(=C(c2ccccc2)c2ccc(F)cc2)CC1,11,-2,-0.5,-8,-8,-10,-5,-4
CCOC(=O)C1=C(CS(=O)(=O)c2ccc(C)c(C)c2)NC(=O)NC1c1ccc(O)cc1 (centres undefined),-7,16,0.0,4,-6,-5,4,12
CN1c2ccccc2-c2nc3ccccc3n2C1c1ccccn1 (centres undefined),43*,1,2.4,-6,-2,24,-4,21
Cc1cccc(-n2c(CNC(=O)c3ccc(S(=O)(=O)N4CCCCC4)cc3)n[nH]c2=S)c1,-2,4,1.7,19,14,2,-1,2
CC(C)(C)c1ccc(/C=C/C(=O)Nc2ccncc2)cc1,31,-6,9.4,13,41,32,5,5
CC1CCN(Cc2nnnn2CCCC(=O)NC(c2ccccn2)C(F)(F)F)CC1 (centres undefined),-3,6,2.4,10,8,8,-2,28
Cc1cc(Cl)c(OCCOCCN2CCNCC2)c(Cl)c1,7,-11,0.7,-8,7,-2,-2,-5
COc1cccc(-c2cc3c(=O)n(-c4ccccc4)c(=S)[nH]c3s2)c1,24,-1,-0.5,-1,18,27,0,12
O=C(CCCN1C(=O)C(c2ccccc2)Oc2cccnc21)NCc1ccccc1F (centres undefined),16,16,1.4,-12,12,19,-1,-23
CCC(C)C(NC(=O)C1CCC(C)CC1)C(=O)NCc1cccnc1 (centres undefined),-4,-12,-1.4,13,10,3,-3,-40
Nc1nonc1-c1noc(-c2ccccc2)n1,14,-42,6.3,-9,20,20,0,3
COc1ccc(C2=CC(=O)OC(C)(c3ccccc3)O2)cc1 (centres undefined),-1,24,1.7,-18,34,13,0,13
OCC1(Cc2ccc(Cl)cc2)CCN(Cc2ccc3nsnc3c2)CC1,-5,-3,0.3,21,-15,-18,-2,14
O=C1c2ccccc2C(=O)N1OCc1ccccc1,-8,-3,-0.1,8,7,9,6,3
CN(CC(=O)Nc1ccccc1Cl)CC(=O)Nc1c(F)cccc1F,9,-4,0.1,-31,13,22,-2,-19
Cc1cccc(-n2c(Cc3ccccc3)n[nH]c2=S)c1,17,20,-0.5,10,8,16,-1,-22
COc1cc(NC(=O)CN2C(=O)NC3(CCOc4ccccc43)C2=O)cc(OC)c1 (centres undefined),2,-19,1.5,3,-41,-8,3,13
CCOC(=O)/C=C/C(=O)Nc1ccc(S(=O)(=O)Nc2nccs2)cc1,14,-18,0.2,-6,5,22,-1,-3
Cc1cccc(NC(=O)c2cc3n(n2)C(C(F)(F)F)CC(c2ccc4c(c2)OCO4)N3)c1 (centres undefined),62*,17,1.5,36*,42,41*,-3,51*
Cc1ccc(OCC(=O)Oc2ccc(C)c(C)c2)cc1,-2,19,-0.1,4,2,-12,-2,17
Cc1c(Cl)c(=O)n2c(=O)c(Cl)c(C)n12,8,5,-1.0,-2,0,6,-2,-12
C=C(C(=O)c1ccccc1)C(c1ccccc1)C(C)C(=O)c1ccccc1 (centres undefined),37,-4,1.6,0,47,39,-1,92*
CC(O)CC(C)O (centres undefined),2,15,0.2,18,-13,-13,-3,16
CCN1C(=O)/C(=C/N(C)C)c2ccccc21,-11,7,-1.4,-2,-2,15,1,13
Cc1ccc(C(=O)NCc2ccc3c(c2)CCO3)cc1C,-4,-24,0.1,-30,17,4,-1,-16
COc1cc(CN2CCN(Cc3ccccc3C(F)(F)F)CC2)cc(OC)c1OC,-15,-15,2.4,-8,14,10,-8,14
COc1ccc([C@H]2CC(=O)C=C(c3ccc4c(c3)OCO4)C2)cc1OC,-3,-13,1.9,-9,27,9,0,-8
CSc1nc2cc(C)nn2c(-c2ccccc2Cl)c1C#N,19,-3,1.7,-5,8,10,-3,-29
CCNC(=O)C1CC(=O)N(CCCc2ccccc2)C(=Nc2ccccc2)S1 (centres undefined),-6,6,-0.9,-7,0,3,1,13
Cc1ccc(CNC(=O)Nc2ccc(OC(F)(F)F)cc2)n1C,8,6,1.9,21,10,-7,7,-2

# One compound at a time (already shown). Order of values: TIM10 inh, Jurkat NFkB inh, UPR CHOP act, 697 NFkB inh, tim23-1 inh, tim10-1 inh, UPR XBP1 act, Mdm2 MdmX PPI
# `Cc1ccc(S(=O)(=O)N2CCN(CC(=O)Nc3ccc(N4CCOCC4)cc3)CC2)cc1C` reads 4, -12, 2.8, -6, 19, 18, -1, 22
# `CSc1nc2cc(C)nn2c(-c2ccccc2Cl)c1C#N` reads 19, -3, 1.7, -5, 8, 10, -3, -29

# Going on with the list:
SMILES,TIM10 inh,Jurkat NFkB inh,UPR CHOP act,697 NFkB inh,tim23-1 inh,tim10-1 inh,UPR XBP1 act,Mdm2 MdmX PPI
COC(=O)c1sccc1NC(=O)c1cc(-c2cccc(C)c2)nc2ccccc12,-3,15,-1.2,9,-6,-3,64*,47
CCOc1ccccc1CNC(=O)c1ccc(NC(=O)C2=C(C)OCCS2)cc1,-20,-3,2.6,5,20,33,-6,4
COC(=O)C1N[C@@H]([C@@H](NC(=O)COc2ccccc2)C(=O)NCc2ccc(OC)cc2)SC1(C)C (some centres undefined),-6,-8,1.1,10,-5,-5,-2,7
COc1ccc2c(c1)C=Cc1ccccc1O2,-18,-1,1.9,-27,-2,-19,-1,-2
CC1CCN(C(=O)CN(c2ccc3c(c2)OCCO3)S(=O)(=O)c2ccccc2)CC1,8,-16,2.2,6,30,21,4,-25

# Three structures out of the list, ordered by formula weight, descending.
SMILES,TIM10 inh,Jurkat NFkB inh,UPR CHOP act,697 NFkB inh,tim23-1 inh,tim10-1 inh,UPR XBP1 act,Mdm2 MdmX PPI
COC(=O)C1N[C@@H]([C@@H](NC(=O)COc2ccccc2)C(=O)NCc2ccc(OC)cc2)SC1(C)C (some centres undefined),-6,-8,1.1,10,-5,-5,-2,7
Cc1ccc(CNC(=O)Nc2ccc(OC(F)(F)F)cc2)n1C,8,6,1.9,21,10,-7,7,-2
COc1ccc2c(c1)C=Cc1ccccc1O2,-18,-1,1.9,-27,-2,-19,-1,-2

# High-throughput results as filed in PubChem.
